MPTP block = inhibitors of mitochondrial permeability transition pore; isolated mouse mitochondria, Ca2+ swelling absorbance, 30 min; inhibition, % at 10 µM; 1.4% of 360,000 active; AID 602449;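 active means inhibition of 50% or more, scaled per plate between neutral and stimulator controls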;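 further: 0% = DMSO wells given calcium and 100% = 1 mM EGTA wells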
SENP7 block = blocks the human protease SENP7; Q9BQF6; recombinant SENP7, Z-RLRGG-aminoluciferin luminescence, 40 min; inhibition, % at 5 µM; 1.5% of 330,000 active; AID 434973;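 active means inhibition above about 50% at the single test dose, limit read from the data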;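 further: plate controls were DMSO with enzyme for no effect and no enzyme buffer wells for full effect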
Target sequence (Q9BQF6 706-1050 limits assumed): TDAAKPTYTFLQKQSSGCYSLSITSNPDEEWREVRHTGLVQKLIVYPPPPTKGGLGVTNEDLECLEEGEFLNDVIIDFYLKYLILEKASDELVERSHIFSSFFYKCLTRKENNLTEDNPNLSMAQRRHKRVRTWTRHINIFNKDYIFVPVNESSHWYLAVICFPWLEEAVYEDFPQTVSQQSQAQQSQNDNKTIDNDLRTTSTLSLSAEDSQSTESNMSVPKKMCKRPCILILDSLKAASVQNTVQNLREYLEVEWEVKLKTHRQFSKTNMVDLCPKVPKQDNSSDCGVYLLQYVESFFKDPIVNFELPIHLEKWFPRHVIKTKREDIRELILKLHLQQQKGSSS
PfGluPho inh = PfG6PD (Plasmodium falciparum) enzyme inhibition; PfGluPho enzyme, NADPH resazurin-diaphorase fluorescence; inhibition, % at 20 µM; 0.78% of 350,000 active;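 active means inhibition reaching at least a set limit at 20 µM in the primary screen, cut at about 59% in these data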;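 further: 0% = DMSO wells with substrate and 100% = DMSO wells lacking glucose-6-phosphate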
NR3A LBD binder = modulates the human NR3A ligand-binding domain; NR3A LBD differential scanning fluorimetry, Tm shift; 0% = protein alone, 100% = glycine-bound protein; Tm shift relative to glycine control, % at 25 µM; 2.5% of 340,000 active;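 active means melting temperature shift of at least 10% of the positive control shift, at one fixed dose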
HKDC1 inhibitor = HKDC1 (human) hexokinase inhibition; 0.16% of 340,000 active; AID 493160; inhibition, % at 20 µM; recombinant HKDC1, G6PDH/diaphorase resazurin coupled fluorescence; Q2TB90;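 active means inhibition above about 35% when tested at 20 µM, limit read from the data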;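 further: plate controls were DMSO wells with enzyme for no effect and DMSO wells lacking enzyme for full effect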
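Material: recombinant HKDC1 hexokinase; Amount: HKDC1 at 5 µg/mL; Medium: Tris pH 8.0 buffer with MgCl2, Tween-20, BSA, BME; Schedule: 90 min reaction incubation at room temperature, dark; Technique: coupled resazurin fluorescence, excitation 525 nm, emission 613 nm.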
SENP6 block = blocks the human protease SENP6. AID 2599. inhibition, % at 10 µM. 1.8% of 330,000 active. Recombinant SENP6 catalytic domain, aminoluciferin luminescence;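 active means inhibition above about 50% at the single tested dose, limit read from the data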;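 further: plate controls were DMSO wells with enzyme for no effect and DMSO wells lacking enzyme for full effect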
ATG4B inh = ATG4B (human) cysteine protease inhibition | Q9Y4P1 | ATG4B cleavage of LC3-PLA2, NBD-HPC fluorescence, 1 h | inhibition, % at 8.33 µM | 0.51% of 340,000 active | AID 504462; in the data active means inhibition above about 40%
Target sequence (Q9Y4P1 whole entry, looked up): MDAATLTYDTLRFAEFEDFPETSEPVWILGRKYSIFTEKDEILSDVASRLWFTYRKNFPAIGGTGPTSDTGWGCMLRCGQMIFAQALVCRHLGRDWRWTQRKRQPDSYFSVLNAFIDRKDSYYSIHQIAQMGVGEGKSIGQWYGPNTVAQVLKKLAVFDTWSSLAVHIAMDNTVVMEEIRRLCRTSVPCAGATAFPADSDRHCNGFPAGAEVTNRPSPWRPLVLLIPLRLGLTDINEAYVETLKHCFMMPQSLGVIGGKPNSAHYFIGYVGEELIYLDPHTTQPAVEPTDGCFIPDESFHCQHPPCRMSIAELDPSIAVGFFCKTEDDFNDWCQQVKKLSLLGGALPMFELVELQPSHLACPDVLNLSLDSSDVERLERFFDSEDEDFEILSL
SENP8 block = blocks human SENP8 cleavage of Nedd8 substrate | 0.64% of 360,000 active | recombinant SENP8, Nedd8 substrate fluorescence | inhibition, % at 20 µM; in the data active means inhibition mostly above about 40%, no sharp cut-off; inactive means mostly below about 27%
Target sequence (Q96LD8 whole entry, looked up): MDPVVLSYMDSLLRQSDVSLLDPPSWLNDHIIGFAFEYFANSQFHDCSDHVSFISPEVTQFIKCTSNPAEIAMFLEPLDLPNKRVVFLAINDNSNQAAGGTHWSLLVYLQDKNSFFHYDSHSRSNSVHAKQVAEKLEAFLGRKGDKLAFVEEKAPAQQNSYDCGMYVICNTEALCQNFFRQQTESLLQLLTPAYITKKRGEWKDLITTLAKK
* marks the source's active call; other numbers are inactive results; . = not tested or not shown. An unsorted share of the library; about 6.9% have a hit in one of these screens.

nr	Molecule	MPTP block	SENP7 block	PfGluPho inh	NR3A LBD binder	HKDC1 inhibitor	SENP6 block	ATG4B inh	SENP8 block
1	COCCNC(=S)N1C2CCC1CC(NC(=O)NC13CC4CC(CC(C4)C1)C3)C2 (centres undefined)	0.4	-7	3	0	-11	-30	19	6
2	CN(C(=O)c1cccc(NC(=O)Cc2cccc(NC(=O)C3CCCN(C(=O)C4CCC4)C3)c2)c1)C1CC1 (centres undefined)	0.5	.	3	2	1	.	-14	-2
3	CC(OC(=O)Cc1c(F)cccc1Cl)C(=O)NC1(C#N)CCCCC1 (centres undefined)	-3.1	-2	-6	0	-1	-10	-4	-3
4	O=C(C[n+]1ccc2ccccc2c1)c1cccc2ccccc12	0.9	3	14	2	4	-3	2	-11
5	CCCCc1nc2c(C)c(N)cnc2n1Cc1cccc([N+](=O)[O-])c1	0.6	3	8	-4	6	7	3	20
6	CN(C)S(=O)(=O)c1cccc(NC(=O)c2ccc(S(=O)(=O)N3CCCCC3)cc2)c1	-1.0	-5	1	-4	5	-12	0	11
7	Cn1c(=O)oc2cc(S(=O)(=O)NC3CCCc4ccccc43)ccc21 (centres undefined)	-0.5	-6	-10	-2	-6	-10	4	12
8	O=S(Cc1ccc(Cl)cc1)CC(O)COCc1ccc(Cl)cc1 (centres undefined)	-0.7	-2	0	1	-8	-10	-3	8
9	COc1ccc(S(=O)(=O)N2CCCCCC2)cc1NC(=O)c1ccccc1S(C)(=O)=O	-0.4	1	19	2	1	-6	0	2
10	CCO[C@H]1OC(C(=O)N2CCN(Cc3ccc4c(c3)OCO4)CC2)=C[C@@H](C)[C@@H]1CCCO	1.5	-14	6	-4	-7	-2	7	17
11	CCOC(=O)N1CCC(NC(=O)Cn2cccc2C(=O)c2ccccc2C)CC1	-5.7	-4	-14	-2	2	-6	2	14
12	CCOC(=O)C1CCN(C(=O)c2sccc2Cl)CC1	0.8	-4	-4	2	2	-12	2	20
13	CC(C)(C)C(=O)COC(=O)C1=NN(c2ccccc2)C(=O)CC1	-0.6	-3	-11	-1	-4	2	-2	17
14	COc1cccc(C(=O)Nc2nc(SCc3ccc(Cl)cc3)n[nH]2)c1	-1.6	-14	-3	-10	1	-3	5	6
15	CN1CC(=O)NC1=NC(=O)C12CC3CC(CC(C3)C1)C2	-0.2	1	-16	-1	-6	-50	-2	5
16	CCCc1cc(C(=O)NNC(=S)NCC2CCCO2)cs1 (centres undefined)	1.9	16	-10	-2	-17	8	1	13
17	Cc1ccc(NC(=S)N2CCC(C(N)=O)(N3CCCCC3)CC2)c(C)c1	-0.7	0	-9	0	-2	-2	2	-6
18	CC12CC3(C)CC(C)(C1)CC(C(=O)NCc1ccccn1)(C2)C3	0.4	-2	12	1	3	-4	-9	3
19	Cc1ccc(C)c(NC(=O)CCN2C(=O)c3ccccc3C2=O)c1	-1.3	6	6	1	-9	1	-8	9
20	CCOc1ccc(-n2c(SCC(N)=O)nnc2-c2cccnc2)cc1	-0.3	5	-6	-4	-5	-14	0	17
21	Cc1cccc(NC(=O)Nc2ccc(C)cc2Br)c1	13	34	5	-9	9	-17	3	12
22	O=C(Nc1ccncc1)Nc1ccncc1	2.9	1	-12	-11	2	-11	4	14
23	CCOC(=O)N1CCN(C(=O)c2ccc(CS(=O)(=O)c3ccccc3OC)o2)CC1	1.8	12	-1	-3	4	-8	3	8
24	COc1ccc(C(=O)NCc2ccc(-c3nc4ccccc4s3)cc2)cc1OC	-1.0	3	-9	-1	2	-12	-4	-45
25	CC(C)c1c(O)cc(-c2ccncc2)n(-c2ccc(Cl)cc2)c1=O	-0.1	-6	-17	-8	-12	-13	1	-100
26	O=S(=O)(c1ccc(F)cc1)N1CCN(Cc2cc3c(cc2Br)OCCO3)CC1	1.3	-13	-3	3	6	-10	7	8
27	COc1cc2c(cc1OC)CN(C(=O)c1ccc(OC)c([N+](=O)[O-])c1)CC2	3.6	0	6	-2	-4	-10	-3	11
28	Cc1ccc(CSc2nnc(NC(=O)C3=COCCO3)s2)cc1	0.9	-1	-23	0	-1	-2	3	-15
29	O=C(CNC1CCCC1)Nc1cc(Cl)ccc1[N+](=O)[O-]	0.4	-4	2	-3	-2	0	5	20
30	CC12CN3CC(C)(CN(C1)C3c1cc(Br)ccc1O)C2=O (centres undefined)	-0.8	11	-4	3	-4	-12	-9	11

Some of the entries so far, with the structure last.
no.	MPTP block	SENP7 block	PfGluPho inh	NR3A LBD binder	HKDC1 inhibitor	SENP6 block	ATG4B inh	SENP8 block	Compound
1	0.4	-7	3	0	-11	-30	19	6	COCCNC(=S)N1C2CCC1CC(NC(=O)NC13CC4CC(CC(C4)C1)C3)C2 (centres undefined)
2	0.5	.	3	2	1	.	-14	-2	CN(C(=O)c1cccc(NC(=O)Cc2cccc(NC(=O)C3CCCN(C(=O)C4CCC4)C3)c2)c1)C1CC1 (centres undefined)
3	-3.1	-2	-6	0	-1	-10	-4	-3	CC(OC(=O)Cc1c(F)cccc1Cl)C(=O)NC1(C#N)CCCCC1 (centres undefined)
4	0.9	3	14	2	4	-3	2	-11	O=C(C[n+]1ccc2ccccc2c1)c1cccc2ccccc12
5	0.6	3	8	-4	6	7	3	20	CCCCc1nc2c(C)c(N)cnc2n1Cc1cccc([N+](=O)[O-])c1
6	-1.0	-5	1	-4	5	-12	0	11	CN(C)S(=O)(=O)c1cccc(NC(=O)c2ccc(S(=O)(=O)N3CCCCC3)cc2)c1
7	-0.5	-6	-10	-2	-6	-10	4	12	Cn1c(=O)oc2cc(S(=O)(=O)NC3CCCc4ccccc43)ccc21 (centres undefined)
8	-0.7	-2	0	1	-8	-10	-3	8	O=S(Cc1ccc(Cl)cc1)CC(O)COCc1ccc(Cl)cc1 (centres undefined)
9	-0.4	1	19	2	1	-6	0	2	COc1ccc(S(=O)(=O)N2CCCCCC2)cc1NC(=O)c1ccccc1S(C)(=O)=O
10	1.5	-14	6	-4	-7	-2	7	17	CCO[C@H]1OC(C(=O)N2CCN(Cc3ccc4c(c3)OCO4)CC2)=C[C@@H](C)[C@@H]1CCCO
11	-5.7	-4	-14	-2	2	-6	2	14	CCOC(=O)N1CCC(NC(=O)Cn2cccc2C(=O)c2ccccc2C)CC1
12	0.8	-4	-4	2	2	-12	2	20	CCOC(=O)C1CCN(C(=O)c2sccc2Cl)CC1
13	-0.6	-3	-11	-1	-4	2	-2	17	CC(C)(C)C(=O)COC(=O)C1=NN(c2ccccc2)C(=O)CC1
14	-1.6	-14	-3	-10	1	-3	5	6	COc1cccc(C(=O)Nc2nc(SCc3ccc(Cl)cc3)n[nH]2)c1
15	-0.2	1	-16	-1	-6	-50	-2	5	CN1CC(=O)NC1=NC(=O)C12CC3CC(CC(C3)C1)C2
16	1.9	16	-10	-2	-17	8	1	13	CCCc1cc(C(=O)NNC(=S)NCC2CCCO2)cs1 (centres undefined)
17	-0.7	0	-9	0	-2	-2	2	-6	Cc1ccc(NC(=S)N2CCC(C(N)=O)(N3CCCCC3)CC2)c(C)c1

(list continues)
nr	Molecule	MPTP block	SENP7 block	PfGluPho inh	NR3A LBD binder	HKDC1 inhibitor	SENP6 block	ATG4B inh	SENP8 block
31	O=C(OCC(=O)c1c[nH]c2ccccc12)c1cc(Br)ccc1O	-0.5	8	26	2	-9	-13	-5	-93
32	COc1ccc(Nc2cc(C(=O)NCCCN3CCOCC3)c3ccccc3n2)cc1OC	2.5	-6	-2	0	0	-16	-3	14
33	COc1ccc(NC(=S)NCc2cccs2)c(OC)c1	2.2	-1	0	0	1	11	-1	14
34	O=C(Nn1cnnc1)c1ccc([N+](=O)[O-])cc1	0.7	-4	1	-1	-6	-22	-5	8
35	O=C(Nc1cccc(-c2nc3ccccc3[nH]2)c1)c1ccco1	1.4	11	3	7	15	21	-3	6
36	CN(C)C(CNC(=O)c1cccc(C(F)(F)F)c1)c1ccco1 (centres undefined)	-0.1	2	-2	-2	-1	14	1	3
37	O=C(Cn1nnc(-c2cccc(C(F)(F)F)c2)n1)N1CCCCCC1	-1.4	-8	13	-1	5	-4	-5	22
38	CCOc1ccc(CNC(=O)Cn2c(=O)c3cccn3c3ccccc32)cc1	0.4	-2	-8	-1	-4	13	3	-2
39	Cc1cccc(Nc2c(F)c(F)c(F)c(F)c2C(=O)O)c1	-0.5	4	0	1	-11	1	-2	9
40	Cc1ccc(S(=O)(=O)N(C)c2nc3ccccc3n3c(C(C)C)nnc23)cc1	0.3	1	-5	2	16	-11	-3	-159
41	COc1ccc(NC(=O)Cn2ncn3c(cc4ccccc43)c2=O)c(OC)c1OC	0.3	4	-17	-2	-11	21	1	-37
42	O=C(NCCCn1ccnc1)C(=O)NCC1OCCN1S(=O)(=O)c1ccc(F)cc1 (centres undefined)	0.1	-14	-12	0	-5	-12	-6	4
43	COCCNC(=O)CCCn1c(=O)c2cc(OC)c(OC)cc2n(CC(=O)Nc2ccc(C)c(F)c2)c1=O	2.5	-6	-4	0	-4	-23	-1	-164
44	O=[N+]([O-])c1ccc2[nH]c(O)c(N=NC(=S)NCC3CCCO3)c2c1 (centres undefined)	0.9	3	3	27*	4	-10	-9	24
45	COc1cc(NS(=O)(=O)c2ccc(NC(=O)C3CCCO3)cc2)nc(OC)n1 (centres undefined)	-0.7	6	-10	-1	11	-4	0	12
46	O=C(NCCCN1CCOCC1)c1ccc2nc(Cc3ccccc3F)oc2c1	1.1	3	0	-1	-4	-2	0	3
47	Cc1ccc(Cl)cc1N1CCN(C(=O)Cn2ccc3ccccc3c2=O)CC1	0.9	5	25	-7	1	-12	-11	-19
48	CCc1cc2c(=O)[nH]c(N3CCOCC3)nc2s1	0.9	1	-11	0	2	-21	-2	-96
49	CCOC(=O)Cc1csc(SCC(=O)N(CC(C)C)c2c(N)n(Cc3ccccc3)c(=O)[nH]c2=O)n1	-1.1	-3	-5	0	-4	-1	-12	4
50	O=C(NCc1cccnc1)/C(=C/c1ccc([N+](=O)[O-])cc1)NC(=O)c1ccccc1	-1.2	-12	10	-1	-1	-5	-7	20
51	Cc1ccc(C(=O)Nc2cnc3ccccc3c2)cc1	-2.4	98*	27	-16	7	97*	0	2
52	Cc1n[nH]c(=O)c2ccccc12	1.3	-3	-5	-4	-4	-5	8	14
53	Cc1ccc(-c2nc(=O)[nH]c3ccc(Br)cc23)cc1	1.4	-13	-3	0	-2	5	-4	-195
54	COc1ccc(CCNC2CCC(c3ccccc3)CC2)cc1 (centres undefined)	1.9	-15	-22	0	3	-21	0	26
55	CCn1c(CSc2nc(C)cs2)nc2cc(S(=O)(=O)N(C)C)ccc21	-0.1	0	-6	1	-3	-3	-3	-51
56	O=C(COC(=O)c1ccc([N+](=O)[O-])o1)NCc1ccccc1	0.2	6	13	-2	-3	3	-5	-11
57	O=C(CSc1nnc(-c2ccco2)o1)c1ccc[nH]1	-0.6	2	8	-2	-5	5	3	2
58	O=C(Nc1cccc2nsnc12)c1cc2c(cc1Cl)Sc1nccn1S2(=O)=O	-1.7	.	41	1	20	.	13	-453
59	CCOc1ccc(N(CC(=O)O)S(=O)(=O)c2cccnc2)cc1	-3.2	5	-5	0	-6	9	-3	6
60	CCOc1ccc(CN(C)C(=O)CNC(=O)c2ccc(Br)o2)cc1OC	-0.6	3	-9	1	1	-1	-1	7
